SR-BI DiI inh – blocks mouse SR-BI lipid uptake from DiI-HDL; ldlA[mSR-BI] CHO cells, DiI-HDL uptake fluorescence, 3 h; inhibition, % at 12.5 µM; actives 0.96% (n = 320,000);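 active means mean replicate inhibition of at least 70% and a set share of replicates each scoring 70 or more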;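 further: 0% = median of neutral control wells and 100% = median of positive control wells; values of inactives mirror those of a sister screen read the other way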
Keap1 Nrf2 FP – disrupts human Keap1 binding to Nrf2 peptide; Q14145; Keap1 Kelch-Nrf2 peptide fluorescence polarization, 1536-well; inhibition, % at 9.4 µM; actives 0.15% (n = 340,000); AID 504523; in the data active means inhibition above about 12%;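 further: human Keap1 Kelch domain with fluorescein labeled Nrf2 9mer peptide probe; 0% = neutral control wells and 100% = peptide positive control; higher means more block of Keap1 binding to Nrf2 peptide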
PKA-R2B activ – PKA-R2B complex activation; P22694+P31323; PKA-R2B holoenzyme dissociation, Cy5-IP20 fluorescence polarization; R2B truncated from residue 108, S112A mutant; 0% DMSO only, 100% 113 µM cGMP; activation, % at 11.4 µM; actives 0.079% (n = 340,000);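 active means activation above a cutoff set at the mean over all compounds plus 3 SD, cut at about 18% in these data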;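 further: higher means more holoenzyme dissociation and a rise in polarization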
Target sequence (P31323 whole entry, looked up, other chains not shown, the tested form may be a part): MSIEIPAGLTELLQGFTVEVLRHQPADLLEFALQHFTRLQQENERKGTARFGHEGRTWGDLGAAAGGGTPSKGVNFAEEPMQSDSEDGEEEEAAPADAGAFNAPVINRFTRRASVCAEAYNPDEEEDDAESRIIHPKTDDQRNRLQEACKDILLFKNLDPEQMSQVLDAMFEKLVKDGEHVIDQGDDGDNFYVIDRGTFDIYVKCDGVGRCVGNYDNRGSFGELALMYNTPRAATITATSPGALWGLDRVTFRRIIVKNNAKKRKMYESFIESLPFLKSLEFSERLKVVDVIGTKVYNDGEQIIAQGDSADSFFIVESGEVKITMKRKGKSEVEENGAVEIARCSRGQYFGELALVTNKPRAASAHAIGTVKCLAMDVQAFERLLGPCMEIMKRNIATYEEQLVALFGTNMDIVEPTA
DAGLB inh – diacylglycerol lipase beta (human) inhibition; Q8NCG7; HEK293T DAGLB membrane lysate, EnzChek fluorogenic substrate; inhibition, % at 5.17 µM; actives 0.059% (n = 340,000); AID 504411; in the data active means inhibition above about 34%;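 further: 0% = enzyme with vehicle and 100% = wells lacking enzyme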
Target sequence (Q8NCG7 whole entry, looked up): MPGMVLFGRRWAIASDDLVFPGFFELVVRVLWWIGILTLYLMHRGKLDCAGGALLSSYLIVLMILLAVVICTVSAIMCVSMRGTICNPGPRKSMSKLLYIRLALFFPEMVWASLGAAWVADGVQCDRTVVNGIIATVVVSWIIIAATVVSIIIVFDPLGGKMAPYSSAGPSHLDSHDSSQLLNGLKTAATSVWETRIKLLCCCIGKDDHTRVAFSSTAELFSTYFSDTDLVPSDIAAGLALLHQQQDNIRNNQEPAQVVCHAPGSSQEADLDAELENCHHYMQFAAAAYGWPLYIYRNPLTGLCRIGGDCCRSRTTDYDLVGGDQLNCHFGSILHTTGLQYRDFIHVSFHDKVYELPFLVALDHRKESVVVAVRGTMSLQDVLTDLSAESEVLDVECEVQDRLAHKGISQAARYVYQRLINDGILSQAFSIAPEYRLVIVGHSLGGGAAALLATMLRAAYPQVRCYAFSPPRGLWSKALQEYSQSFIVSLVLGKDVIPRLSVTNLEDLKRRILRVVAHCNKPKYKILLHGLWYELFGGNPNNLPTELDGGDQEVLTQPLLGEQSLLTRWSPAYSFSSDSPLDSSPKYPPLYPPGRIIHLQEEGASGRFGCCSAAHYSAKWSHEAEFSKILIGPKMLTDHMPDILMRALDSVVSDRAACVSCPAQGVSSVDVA
LANA DNA inh – blocks KSHV LANA C-terminal domain binding to DNA. MBP-C-LANA/FAM-LBS DNA binding, fluorescence polarization. inhibition, % at 9 µM. actives 0.078% (n = 340,000). AID 504423;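 active means highest replicate inhibition at or above 60% at 9 µM, even if other replicates fall short; inactive means all replicates below 60% inhibition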;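 further: 0% = neutral control wells and 100% = 4 µM acridine orange control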
SR-BI DiI-HDL act – activators of SR-BI mediated HDL lipid uptake; CHO ldlA[mSR-BI] cells, DiI-HDL uptake fluorescence, 3 h; 100 = double the neutral-control signal; activation, % at 12.5 µM; actives 0.096% (n = 320,000); AID 504775;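 active means mean replicate activation of at least 60% and every replicate at or above 60%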;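 further: 0% = median plate neutral-control signal and 100% = twice that signal; values of inactives mirror those of a sister screen read the other way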
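System: LDL receptor-deficient CHO ldlA cells overexpressing murine SR-BI | Timing: 3 h uptake period with compound, 37 °C | Medium: HEPES-buffered (25 mM, pH 7.4) F12 plus 0.5% BSA | Dosing: Single-point compound dose | Signal: Bottom-read fluorescence, 550/595 nm | Read-out: Retained DiI signal reflecting DiI-HDL uptake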
NSD2 inh – inhibitors of human histone methyltransferase NSD2; O96028; inhibition, % at 12.5 µM; NSD2 peptide methylation, AlphaScreen, 120 min; actives 0.54% (n = 310,000); in the data active means inhibition above about 50%
RTF Ca sens inh – cardiac RTF calcium desensitization; inhibition, % at 7.15 µM; actives 0.12% (n = 340,000); IANBD-labeled cardiac RTF, Ca2+ fluorescence; AID 493244; P19429+P45379;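 active means inhibition above the mean inhibition of all tested compounds plus 3 SD, cut at about 17% in these data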;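 further: assay run at fixed EC70 calcium of 1.6 mM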
Arr AP2 block – human beta-arrestin and AP2 interaction inhibition; FITC-arrestin peptide / GST-AP2 beads, flow cytometry; AP2 beta2 appendage carries R879A mutation; inhibition, % at 10 µM; actives 0.31% (n = 340,000);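 active means inhibition above a set limit, near 3 SD of compounds lacking own fluorescence, cut at about 54% in these data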;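 further: plate controls were DMSO wells for no effect and 5 µM unlabelled arrestin peptide for full effect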
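Material – AP2 appendage R879A on GSH beads · Buffer or medium – PBS with 0.05% Tween 20 and 0.1% BSA · Probe or stimulus – fluorescein-tagged arrestin peptide at 50 nM final · Incubation – compound with beads 12 min RT, then probe 1 h RT · Detection – high-throughput flow cytometry of beads, ex 488, em 535 nm · Evaluation – percent response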
PvdQ acylase – blocks Pseudomonas aeruginosa PvdQ acylase activity; purified PvdQ acylase, fluorescence plate reader; inhibition, % at 10 µM; actives 0.063% (n = 340,000); AID 488965; in the data active means inhibition above about 30%, passing the limit was not always enough;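 further: 0% = vehicle neutral wells and 100% = reference inhibitor wells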
An asterisk follows results filed as active; nt = not tested or not shown. No enrichment for hits; 2.1% or so of the library scored in one or more.

Below each SMILES – SR-BI DiI inh | Keap1 Nrf2 FP | PKA-R2B activ | DAGLB inh | LANA DNA inh | SR-BI DiI-HDL act | NSD2 inh | RTF Ca sens inh | Arr AP2 block | PvdQ acylase
O=C(COC(=O)C1CC2C=CC1C2)Nc1ccccc1 (centres undefined)
→ -39 | -1 | -1 | -1 | -2.4 | 39 | 0 | 0 | -3 | -16
Cc1nc2sc(-c3ccccc3)cc2c(=O)n1-n1cccc1
→ 18 | -7 | 1 | -28 | 2.3 | -18 | -2 | -12 | 12 | 14
COc1ccc(C(=O)COC(=O)c2cccnc2SC)cc1
→ 24 | -3 | -5 | -3 | 0.3 | -24 | 0 | -4 | -8 | -12
C/C(=N\N)c1c(-c2ccccc2)c2cc(C)ccc2[nH]c1=O
→ nt | -7 | -3 | -3 | -0.1 | nt | 2 | -3 | 36 | -1
O=C(C[C@@H]1C/C=C\CCCC(=O)OC[C@@H]2CCCN2C1=O)NCCO
→ -2 | -6 | -8 | -3 | 1.0 | 2 | nt | -17 | -6 | -16
CCCc1cc(=O)oc2cc(OC(=O)CN3C(=O)NC4(CCCC4)C3=O)ccc12
→ -3 | -18 | -4 | -1 | 0.5 | 3 | -4 | 8 | 32 | 13
COc1ccc(/C=C2\N=C(c3ccccc3)N(c3ccc(C(=O)O)cc3)C2=O)cc1OC
→ nt | -4 | -8 | -3 | -0.5 | nt | -4 | -6 | 32 | 1
CCOc1ccc2[nH]c(=O)c(CN(Cc3cccs3)Cc3nnnn3C(C)(C)C)cc2c1
→ 47 | -4 | -8 | 0 | 1.3 | -47 | 2 | -2 | 4 | -8
COCc1cc(=O)n2[nH]cc(-c3ccccc3)c2n1
→ -19 | -1 | -16 | -1 | -5.6 | 19 | 4 | 5 | -6 | -8
COC(=O)[C@@H](NC(=O)NC1CCCCC1C)C(C)C (some centres undefined)
→ -30 | 5 | 6 | 1 | 1.0 | 30 | -1 | 2 | -6 | 0
CCN(CC)C(=O)COc1coc(CN2CCN(Cc3ccccc3)CC2)cc1=O
→ -21 | -3 | -7 | 1 | -0.1 | 21 | 3 | -6 | 4 | -13
COc1ccc(C(=O)NCCc2ccccn2)cc1S(=O)(=O)Nc1ccc(Br)cc1
→ -19 | 2 | -7 | -1 | 1.9 | 19 | 0 | -7 | 28 | 4
COc1ccccc1-c1nnc(Sc2nc([N+](=O)[O-])nn2C)o1
→ -27 | -1 | -4 | -2 | -0.2 | 27 | 2 | 0 | 22 | 8
O=C(COC(=O)CNC(=O)c1ccco1)NCc1ccc(F)cc1
→ -12 | 3 | -15 | 2 | -1.3 | 12 | -1 | 10 | 13 | -2
Cc1ccc(C)c(NC(=O)CN(C)C(=O)Cc2ccccc2)c1
→ 1 | -1 | 11 | 3 | 0.1 | -1 | -2 | -7 | -1 | -6
CCOC(=O)/C(C#N)=C/c1ccc(OCC(=O)Nc2ccc(C)c(C)c2)c(OC)c1
→ 10 | -1 | 3 | 23 | 0.0 | -10 | -3 | -7 | 7 | 2
O=C(Nc1ccccc1)N1CCc2scc[n+]2-c2ccccc21
→ -30 | -6 | -1 | 3 | 2.2 | 30 | -3 | 2 | 2 | -2
CCN(Cc1nc2ccccc2c(=O)[nH]1)C(=O)c1cc(C2CC2)nn1-c1ccccc1
→ 14 | -8 | 3 | 1 | 1.2 | -14 | 0 | -6 | 0 | -11
Cc1ccc(F)cc1NC(=O)CCc1c(C)[nH]c(=O)c(C#N)c1C
→ nt | 1 | -2 | 2 | -1.5 | nt | 12 | -13 | -4 | -9
O=C(O)C1CC=CCC1C(=O)NNc1c(Cl)cc(Cl)cc1Cl (centres undefined)
→ -3 | -3 | -2 | 0 | 1.7 | 3 | 5 | -7 | 29 | -8
O=C(Nc1ccc(NC(=O)C2CC2)nc1)c1cccc(F)c1
→ 2 | 6 | 7 | 1 | 3.6 | -2 | 0 | -6 | 5 | -5
CCc1ccc(S(=O)(=O)Nc2ccc(O)c3ccccc23)cc1
→ 18 | 9 | 7 | 2 | 1.4 | -18 | 0 | -3 | 30 | -9
Cc1ccc(NC(=O)c2cn(-c3cccc(C)n3)cn2)cc1
→ nt | 1 | -1 | -1 | 1.6 | nt | 0 | -4 | -12 | -21
CCN1C(=O)[C@@H]2[C@@H](c3ccc(-c4ccc(C(C)=O)cc4)c(OC)c3)N3CCC[C@@]3(C(=O)OC)[C@@H]2C1=O
→ 13 | -2 | 3 | -3 | -0.2 | -13 | nt | -4 | 38 | 3
O=C(NC(NC(=S)Nc1cccc(C(=O)O)c1)C(Cl)(Cl)Cl)OCc1ccccc1 (centres undefined)
→ -7 | -4 | 0 | 2 | 0.7 | 7 | -6 | 5 | 14 | 0
NS(=O)(=O)c1ccc(NC(=S)Nc2ccc(C(=O)N3CCCCC3)cc2)cc1
→ -7 | 0 | 3 | 0 | -0.4 | 7 | 1 | -2 | -18 | -18
Cc1cc(C)nc(/N=C2\NC(=O)CC(C(=O)O)N2c2ccc(Cl)cc2)n1 (centres undefined)
→ -18 | -5 | -12 | 0 | 0.2 | 18 | nt | -7 | 2 | -13
CCOc1ccc2nc(COC(=O)c3ccco3)c(C(C)=O)[n+]([O-])c2c1
→ -22 | 4 | -3 | 1 | 2.9 | 22 | 10 | -6 | 3 | -15
COC(=O)N/N=C\c1c(C)[nH]n(-c2ccccc2)c1=O
→ -16 | 0 | 0 | -2 | -0.6 | 16 | 0 | -5 | 10 | -8
COc1cc(C#Cc2c(-c3cncn3C)n(C)c3ccc(Br)cc23)cc(OC)c1
→ -39 | -4 | 6 | 4 | -1.2 | 39 | nt | -5 | -6 | -8
CC1(c2ccccc2Cl)NC(=O)N(CC(=O)NCc2ccco2)C1=O (centres undefined)
→ -17 | -3 | -2 | 2 | -1.5 | 17 | 0 | -16 | -11 | -14
COc1ccc(N2CCN(C(=O)CSc3nnc(-c4cccnc4)n3-c3ccc(F)cc3)CC2)cc1
→ 8 | -2 | 2 | 3 | -2.0 | -8 | 5 | -1 | -14 | -6
Cc1cc2c(SCC(=O)NCC3CCCO3)ncnc2s1 (centres undefined)
→ -2 | -3 | -7 | -4 | -0.5 | 2 | 2 | -25 | -1 | -19
CCn1c(SCC(=O)N2CCCCC2)nc2c(c1=O)SC(C)C2 (centres undefined)
→ -9 | -2 | -3 | -1 | -0.7 | 9 | nt | -3 | 20 | 0
Cc1ccc(CC(=O)N2CCN(c3ccccc3F)CC2)cc1
→ 16 | -7 | 7 | -8 | -0.3 | -16 | -2 | 0 | 1 | -8
CCOC(=O)N1CCN(C(=O)Cn2ccc3c(OC)cccc3c2=O)CC1
→ -7 | 2 | 5 | -1 | 0.9 | 7 | nt | -8 | 11 | 14
CCN(Cc1ccccc1)C(=O)c1cccc(S(=O)(=O)N2CCN(c3ccccc3)CC2)c1
→ 1 | -1 | 4 | -2 | 0.1 | -1 | 2 | -1 | 14 | -11
c1ccc(C2Nc3ccccc3-c3nc4ccccc4n32)nc1 (centres undefined)
→ 8 | -1 | -6 | 1 | -0.6 | -8 | -11 | -8 | 25 | -1
O=C(COC(=O)C1CCN(c2ccc(C(F)(F)F)cn2)CC1)NC1CCCCC1
→ -28 | 1 | 4 | -3 | -0.2 | 28 | -4 | -1 | -6 | -5
CCCc1c(C)nn(C(=O)/C(C#N)=N/Nc2ccccc2[N+](=O)[O-])c1C
→ -10 | -7 | 7 | 1 | 0.0 | 10 | 3 | 1 | 1 | 3
O=C(c1cc2ccccc2c(=O)o1)N1CCCc2ccccc21
→ -1 | -3 | -3 | 0 | 0.4 | 1 | 2 | 3 | 1 | -15
CC(C)(C)OC(=O)NNC(=O)c1ccc(Cl)cc1
→ -12 | -1 | -1 | 1 | 4.3 | 12 | -2 | -6 | -5 | -16
CCC1(c2ccc(Cl)cc2)NC(=O)N(Cc2ccc(C(=O)OC)cc2)C1=O (centres undefined)
→ 26 | -3 | -3 | -3 | -2.7 | -26 | 2 | -3 | -17 | -8
CCOc1ccc(NC(=S)Nc2cc(-c3ccccc3)[nH]n2)cc1
→ 18 | -1 | -17 | 1 | -0.4 | -18 | -6 | 0 | -5 | -5
COC(=O)c1ccc(COc2ccccc2/C=C(\C#N)C(=O)Nc2c(C)cccc2C)cc1
→ 20 | 1 | -2 | -1 | 0.1 | -20 | 0 | -13 | 6 | -19
CCCNC(=O)c1cc(-c2ccc3c(c2)OCO3)on1
→ -4 | -8 | -15 | -2 | -1.1 | 4 | -4 | -11 | 12 | -10
Cc1cc(C)c(C#N)c(SCC(O)COc2ccc(Br)cc2)n1 (centres undefined)
→ 5 | -2 | -3 | -15 | 1.5 | -5 | -2 | -16 | 3 | -13
CCn1c(=O)n(CC(=O)NCC2CCCO2)c(=O)c2c3c(sc21)CCCC3 (centres undefined)
→ 19 | -1 | 5 | 0 | 0.1 | -19 | 3 | -10 | 1 | -4
COc1ccc(OC)c(NC(=O)CSc2nnc(N)s2)c1
→ -6 | -1 | -4 | 4 | 0.3 | 6 | -15 | 5 | -11 | -9
CC(C)Oc1cccc(C(=O)C2CCCN(C(=O)c3csnn3)C2)c1 (centres undefined)
→ -1 | 6 | -4 | 0 | -0.4 | 1 | -2 | 4 | -20 | -6

Later entries
Below each SMILES – SR-BI DiI inh | Keap1 Nrf2 FP | PKA-R2B activ | DAGLB inh | LANA DNA inh | SR-BI DiI-HDL act | NSD2 inh | RTF Ca sens inh | Arr AP2 block | PvdQ acylase
O=C(c1ccccc1F)N1CCN(CC2CC3C=CC2C3)CC1 (centres undefined)
→ -4 | 0 | -12 | -4 | 2.0 | 4 | 4 | -3 | -5 | -13
Clc1ccc(C2[C@H]3CN(Cc4cccnc4)[C@H](c4ccccc4)C34CC2(c2ccccc2)C4)cn1 (some centres undefined)
→ -14 | -4 | 3 | -1 | -3.2 | 14 | nt | -10 | 2 | -9
CC(=O)c1ccc(OCc2cc(C(=O)NC3CCCCC3)no2)cc1
→ -24 | 2 | -13 | -4 | -1.2 | 24 | -2 | -7 | -1 | 7
O=C(c1ccc(=O)n(Cc2ccccc2)n1)N1CCN(C/C=C/c2ccccc2)CC1
→ -12 | 4 | 0 | 1 | 0.0 | 12 | 0 | -8 | 8 | -9
CCOc1ccccc1NC(=O)c1nnn(CC(=O)Nc2ccc3c(c2)OCO3)c1N
→ 11 | 2 | -8 | -9 | 0.0 | -11 | -3 | 6 | 22 | -2
C=CCNC(=O)c1onc(CSc2cccc(OCC)c2)c1C(=O)O
→ 1 | 5 | -8 | 2 | 0.8 | -1 | nt | 6 | -2 | -9
